# Screens deposited in PubChem BioAssay by several laboratories.
# NadD inh – NadD (S. aureus) enzyme inhibition; purified NadD enzyme, colorimetric absorbance read-out; inhibition, % at 20 µM; hit rate 0.78% among 360,000; AID 602399; in the data active = inhibition above about 26%; note: some compounds past the cut are filed as inactive
# STEP inh – inhibitors of human striatal-enriched phosphatase STEP; AID 588621; inhibition, % at 20 µM; recombinant STEP, OMFP fluorogenic substrate, fluorescence; P54829; hit rate 0.25% among 360,000;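 active = inhibition at 20 µM, scaled per plate between control wells, above about 37%, limit read from the data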;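 note: 0% = DMSO with enzyme and substrate and 100% = substrate only without enzyme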
#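 Measure: Control-normalized % inhibition with plate pattern correction | Test system: STEP phosphatase, cell-free reaction | Medium: pH 6.0 Bis-Tris with DTT and Tween 20 | Technique: Fluorescence, 480/540 nm | Times: Reaction 20 min, ambient temperature | Doses: Single compound dose of 20 µM, 1% DMSO final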
# SUMO1-SIM PPI – SUMO1-SIM interaction modulation. hit rate 0.33% among 360,000. SUMO1 binding to a labelled peptide, TR-FRET, 1 h. AID 602429. inhibition, % at 20 µM; in the data active = inhibition above about 37%
# Target sequence (P63165 whole entry, looked up): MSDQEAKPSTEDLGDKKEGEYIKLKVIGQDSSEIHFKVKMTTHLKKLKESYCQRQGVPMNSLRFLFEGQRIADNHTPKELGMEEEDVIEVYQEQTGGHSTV
# DNMT1 block – DNMT1 (human) enzyme inhibition | P26358 | DNMT1 molecular beacon, Hinp1I cleavage, fluorescence | inhibition (reported as % activation of signal), % at 10 µM | hit rate 0.83% among 360,000 | AID 588458; in the data active = inhibition above about 50%
# TbMetRS inhib – blocks T. brucei methionyl-tRNA synthetase activity. purified T. brucei MetRS, ATP depletion, Kinase-Glo luminescence. inhibition, % at 11.9 µM. hit rate 0.4% among 360,000;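 active = inhibition above a per-plate cutoff of the control wells' mean inhibition plus 3 SD, cut at about 5.5% in these data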;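 note: 0% = DMSO wells median and 100% = median of wells with control inhibitor compound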
#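 System: purified T. brucei MetRS enzyme / Detection: Kinase-Glo luciferase luminescence reporting remaining unconsumed ATP / Medium: HEPES buffer with MgCl2, KCl, DTT, spermine, BSA, pyrophosphatase / Replication: singlicate, one well per compound / Evaluation: percent inhibition relative to median high and low control wells / Schedule: 2 h aminoacylation at 25 °C after 15 min preincubation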
# LMPTP block – blocks human LMPTP phosphatase; recombinant LMPTP-A, OMFP fluorogenic substrate, fluorescence intensity; inhibition, % at 20 µM; hit rate 0.22% among 360,000;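 active = compounds that cut the enzyme signal by at least half of the control window in the single-dose screen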;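 note: plate controls were DMSO wells with enzyme plus substrate for no effect and substrate without enzyme for full effect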
# Target sequence (P24666 whole entry, looked up): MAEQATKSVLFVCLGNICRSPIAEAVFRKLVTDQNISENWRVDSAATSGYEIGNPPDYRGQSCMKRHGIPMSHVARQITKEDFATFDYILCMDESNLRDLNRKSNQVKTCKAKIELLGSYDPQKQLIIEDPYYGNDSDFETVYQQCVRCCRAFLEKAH
#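 Test system: LMPTP-A phosphatase enzyme; input: 0.625 nM LMPTP-A final; reagent: OMFP substrate, 400 µM final; compound dosing: 20 µM single dose, 3% DMSO; incubation: 50 min dark incubation at room temperature; measured by: endpoint fluorescence intensity from OMFP dephosphorylation; measure: % inhibition relative to no-enzyme and uninhibited control wells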
# CSN inh – blocks human CSN-mediated cullin deneddylation | AID 651999 | Q92905 | Purified CSN, SCF-Nedd8-OG deneddylation, fluorescence polarization | inhibition, % at 12.5 µM | hit rate 0.38% among 360,000;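 active = pattern-corrected inhibition above about 35%, with an unprinted fluorescence ratio check between 0.5 and 1.5, limit read from the data, passing the limit was not always enough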;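 note: 0% = enzyme with substrate and 100% = substrate without enzyme; some results filed as inactive read as strong as hits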
# Target sequence (Q92905 whole entry, looked up, one chain of several): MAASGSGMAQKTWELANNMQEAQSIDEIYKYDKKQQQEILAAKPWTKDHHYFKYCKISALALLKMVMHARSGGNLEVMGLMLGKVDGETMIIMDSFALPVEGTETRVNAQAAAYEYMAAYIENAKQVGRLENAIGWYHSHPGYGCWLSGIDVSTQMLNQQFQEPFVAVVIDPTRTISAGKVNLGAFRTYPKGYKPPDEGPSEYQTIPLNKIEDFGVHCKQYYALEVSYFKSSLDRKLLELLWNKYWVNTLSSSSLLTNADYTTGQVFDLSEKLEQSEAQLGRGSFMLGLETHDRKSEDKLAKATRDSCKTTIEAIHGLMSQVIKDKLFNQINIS
#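 assay system = purified human Csn5 enzyme expressed in HEK293T cells | amount = 0.24 nM enzyme | buffer or medium = Tris/NaCl/DTT buffer, pH 7.5 | reagent = 10 nM SCFSkp2-Nedd8OG | compound = one concentration, 12.5 µM, 0.25% DMSO | times = 90 min reaction at room temperature | signal = FP | read-out basis = % inhibition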
# MsrA inhibitor – inhibitors of bovine MsrA | hit rate 0.75% among 360,000 | purified bovine MsrA, absorbance read-out | AID 651718 | inhibition, % at 15.5 µM; in the data active = inhibition above about 4.5%;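 note: 0% = vehicle wells with enzyme and 100% = reference inhibitor wells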
# Rpn11 inh – blocks the human proteasome subunit Rpn11 | O00487 | human 26S proteasome, Ub4-pepOG fluorescence polarization; 20S core pre-blocked with epoxomicin | calls only at 20 µM | hit rate 0.59% among 360,000 | AID 588493;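 active = inhibition at 20 µM, scaled to each plate's controls, above about 33%, limit read from the data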
# Target sequence (O00487 whole entry, looked up): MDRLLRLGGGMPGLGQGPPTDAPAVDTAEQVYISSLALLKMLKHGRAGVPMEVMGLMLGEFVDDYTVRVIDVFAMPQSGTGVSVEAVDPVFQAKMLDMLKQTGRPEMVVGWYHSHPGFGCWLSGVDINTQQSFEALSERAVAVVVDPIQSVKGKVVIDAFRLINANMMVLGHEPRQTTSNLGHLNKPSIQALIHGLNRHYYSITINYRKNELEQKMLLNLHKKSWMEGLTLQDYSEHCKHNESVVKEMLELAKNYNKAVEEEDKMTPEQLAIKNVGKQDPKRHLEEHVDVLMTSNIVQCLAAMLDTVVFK
# Scp1 inh – Scp-1 (human) phosphatase inhibition | Q9GZU7 | Recombinant Scp1, phosphopeptide, malachite green phosphate absorbance | inhibition, % at 20 µM | hit rate 0.88% among 340,000 | AID 493091;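 active = inhibition above about 50% at 20 µM, limit read from the data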;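 note: plate controls were DMSO wells with enzyme for no effect and wells lacking enzyme for full effect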
#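 assay system = SCP-1 phosphatase catalytic domain, residues 76-261 | buffer or medium = 50 mM Tris acetate pH 5.5, 0.005% Tween-20, 10 mM MgCl2 | incubation = enzyme reaction 45 min at room temperature, colour 5 min, stabilisation 30 min | signal = Phosphate-binding colour reagent, absorbance read at 630 nm | measure = % inhibition at 20 µM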
# * = called active by the depositor; i = inactive; nt = no result given. This is a random part of the collection. Share with any hit: about 3.9%.
SMILES,NadD inh,STEP inh,SUMO1-SIM PPI,DNMT1 block,TbMetRS inhib,LMPTP block,CSN inh,MsrA inhibitor,Rpn11 inh,Scp1 inh
Cn1c(=O)c2c(nc(CN3CCOCC3)n2CC(=O)c2ccccc2)n(C)c1=O,4,0,-2,-1,-0.1,1.0,-3,0.1,i,-7
COc1cccc(/C=C/C(=O)NCc2ccc3c(c2)OCO3)c1,-9,1,-11,1,-0.4,1.1,-1,0.7,i,-12
COc1ccc(NC(=O)C2CCCC2)cn1,1,1,1,-3,0.1,0.5,2,2.0,i,-6
CCOC(=O)CCC(=O)NNC(=O)c1ccc(NC(=O)c2ccccc2)cc1,-1,-1,1,2,-0.4,0.6,4,-0.8,i,-5
COc1ccc(/C=C(\NC(=O)c2ccccc2Cl)C(=O)NCCCC(=O)O)cc1,-3,-2,1,-1,0.0,-0.8,-2,2.2,i,-7
CC(=O)NC(CCS(C)(=O)=O)C(=O)Nc1ccc2c(c1)OCCO2 (centres undefined),0,-1,0,5,-0.6,-0.3,3,1.7,i,3
COC1=CC(=O)C[C@@H](C)[C@]12Oc1c(Cl)c(OC)cc(OC)c1C2=O,-4,5,1,1,-0.2,0.3,2,0.3,i,-6
Nc1c(Cl)cnn(-c2ccccc2)c1=O,-9,0,-13,-2,1.6,-0.6,104,-1.0,i,-2
O=C(N1CCCCC1)N1CCC(c2nc3ccccc3[nH]2)CC1,-10,-6,-2,0,0.8,-0.3,0,0.2,i,-4
NC(=O)/C(=C\c1ccco1)NC(=O)c1ccc(Br)o1,-4,1,4,-1,-0.2,-1.0,4,0.9,i,-10
CN1C(=O)c2cccc3c(S(=O)(=O)Nc4ccccc4F)ccc1c23,-6,4,-19,2,0.1,1.0,-3,0.3,i,-1
COCc1cc(C)nc(OCC(=O)N/N=C/c2ccc(-c3cc([N+](=O)[O-])ccc3Cl)o2)c1C#N,20,-2,-3,27,0.1,2.2,0,0.2,i,-5
Cc1nn(-c2ccccc2)c2[nH]c(=O)c(CNCC3CCCO3)cc12 (centres undefined),-1,-8,8,3,0.7,-1.9,1,2.2,i,-2
CCOC(=O)Cn1nnnc1CN(CCc1ccccc1)Cc1cc2cc(CC)ccc2[nH]c1=O,0,2,-6,-2,-1.1,-0.4,-2,-0.5,i,6
O=C(Nc1ccccc1)[C@@H]1[C@@H]2C(=O)N(c3ccc(F)cc3)C(=O)[C@@H]2[C@H]2C=CC=NN21,1,0,-9,-12,0.2,-1.1,2,2.2,i,-4
O=C(COc1ccc([N+](=O)[O-])cc1)Nc1cc(S(=O)(=O)N2CCCCC2)ccc1N1CCCCC1,22,-1,5,11,-0.4,0.9,5,-0.5,i,-4
Brc1ccc2nc(C3CCCCC3)c(CC3CCCCC3)n2c1,7,2,1,10,0.5,1.7,1,0.8,i,nt
O=C(NCC(c1cccs1)N1CCOCC1)c1cnc(Cl)c(Cl)c1 (centres undefined),-2,0,0,1,-0.5,-0.4,1,-0.3,i,10
Cc1cc(N2C(=O)CC(N3CCN(c4ccc(C(=O)c5cccs5)cc4)CC3)C2=O)no1 (centres undefined),15,4,5,-3,-1.2,1.4,1,4.2,i,-1
CC(=O)c1cc(C#N)c(N2CCOCC2)nc1C,0,-1,-2,0,-0.5,-0.7,-18,1.4,i,-5
CN(CC(CC(=O)O)c1ccccc1)S(=O)(=O)c1ccc(Br)cc1 (centres undefined),9,2,-1,7,-0.3,0.4,-3,0.2,i,-7
CCC(=O)Nc1ccc(Oc2ccc3c(c2)C(=O)N(c2ccc(O)cc2)C3=O)cc1,3,0,-11,-15,-0.9,0.1,3,1.4,i,0
COc1ccc(-c2cc(C(=O)NCC3CCCO3)c3cc(C)ccc3n2)cc1 (centres undefined),4,-4,-2,3,-1.7,0.1,-2,1.9,i,8
Nc1nc(Cl)cc(Sc2ccc(F)cc2)n1,-8,-8,-2,0,-0.1,-0.5,3,0.2,i,-7
CC(C)C[C@H]1CN=C(Nc2ccccc2)N1CC1CCC(C(C)(C)C)CC1 (some centres undefined),6,13,-6,25,0.0,0.6,2,nt,i,12

# The list goes on, starting with the last three of the part before.
SMILES,NadD inh,STEP inh,SUMO1-SIM PPI,DNMT1 block,TbMetRS inhib,LMPTP block,CSN inh,MsrA inhibitor,Rpn11 inh,Scp1 inh
COc1ccc(-c2cc(C(=O)NCC3CCCO3)c3cc(C)ccc3n2)cc1 (centres undefined),4,-4,-2,3,-1.7,0.1,-2,1.9,i,8
Nc1nc(Cl)cc(Sc2ccc(F)cc2)n1,-8,-8,-2,0,-0.1,-0.5,3,0.2,i,-7
CC(C)C[C@H]1CN=C(Nc2ccccc2)N1CC1CCC(C(C)(C)C)CC1 (some centres undefined),6,13,-6,25,0.0,0.6,2,nt,i,12
O=C(Nc1ccccc1Oc1ccccc1)c1ccc(Br)o1,-11,0,19,-1,-1.1,-0.8,3,-0.4,i,-10
OCCC#Cc1ccc(N2C(c3ccsc3)=Cc3ccc(F)cc3C2c2c[nH]c3ccccc23)cc1 (centres undefined),27,nt,-2,nt,0.3,2.9,0,0.4,nt,nt
O=C(Nc1nncs1)C1(c2ccccc2)CCCC1,-1,3,3,2,-0.3,-0.6,-3,-0.4,i,-5
CCOc1cc(NC(=O)c2cccs2)c(OCC)cc1NC(=O)CCC(=O)NCCN1CCOCC1,13,5,-2,-3,-0.6,1.3,2,2.3,i,-3
COc1ccc(NC(=O)c2cc(-c3ccncc3)nc3ccccc23)c(OC)c1,2,-4,-18,-20,-0.6,0.2,-2,-0.3,i,-4
Cc1ccc(Cl)cc1N1CCN(C(=O)c2cc3c(=O)[nH]c4ccccc4c3n2C)CC1,32*,2,1,8,0.6,1.3,3,-1.0,i,-1
O=c1[nH]c2cc3c(cc2cc1C(c1nnnn1Cc1ccccc1)N1CCCCCC1)OCCO3 (centres undefined),3,1,-23,-9,1.0,-1.1,5,0.3,i,-18
COc1ccc(-c2sc3cc(OC)c(OC)cc3c2C#CCCO)cc1,-18,1,9,-23,-0.2,3.7,5,-0.1,i,-9
CCN1C(=O)/C(=C\N2CCN(c3cccc(Cl)c3)CC2)SC1=S,-8,2,-214,-2,0.5,3.1,9,-0.3,i,-9
CC(=O)c1cccc(NC(=O)C(C)OC(=O)CCn2c(C)csc2=O)c1 (centres undefined),3,1,3,3,0.7,-1.0,-5,-0.3,i,-3
CCOc1ccc(CCNC(=O)COC(=O)c2ccc(C)c([N+](=O)[O-])c2)cc1OCC,-3,-2,-11,0,-0.2,-0.6,4,1.6,i,-5
Cc1ccc(S(=O)(=O)N2CCN(C(=O)CN3C(=O)NC4(CCCCC4)C3=O)CC2)c(C)c1,-4,-1,5,3,-0.3,-2.3,-4,-0.8,i,-5
CCc1cccc(CC)c1NC(=S)NCCc1c(C)[nH]c2ccc(C)cc12,8,-1,7,-3,-1.1,0.0,1,1.1,i,9
CCc1nnc(NC(=O)c2ccc(S(=O)(=O)N3CCCC(C)C3)cc2)o1 (centres undefined),9,1,1,-3,-0.1,-0.3,1,-0.6,i,1
C=CCn1c(CC(=O)Nc2cccc(OC)c2)nnc1SCC(=O)NC1CCCCC1,-5,-2,-2,0,1.0,1.4,0,-0.1,i,0
[O-][N+]1=C(c2cccs2)CN(O)C1,-4,2,-1,4,-0.4,0.3,-2,-0.5,i,3
COc1cc(NC(=O)c2cccs2)c(C(=O)OCC(=O)NC(=O)NCc2ccccc2)cc1OC,-4,2,-6,0,0.2,0.7,8,2.0,i,-3
[O-][n+]1onc2c1CCc1c-2nc(-c2ccccc2)n1OCc1ccccc1,3,1,2,11,-0.6,-0.1,0,-0.4,i,1
CCOc1ncccc1C(=O)Nc1nnc(C)s1,4,-3,1,-2,0.2,-0.4,-5,0.3,i,-3
O=C(CNC(=O)c1ccco1)NCC(=O)OCC(=O)c1ccc(Cl)c([N+](=O)[O-])c1,4,0,-25,1,-0.3,-0.5,-3,-1.0,i,-2
Cc1ccnn1CC(=O)N/N=C/c1ccc2c(c1)OCO2,-2,-2,-7,1,-0.6,-1.6,2,2.2,i,-2
Cc1c(CN2CCC(n3nccc3NC(=O)c3cccc(F)c3)CC2)cnn1C,-4,-1,2,1,0.2,-0.2,-2,0.0,i,-2
COc1cccc(CC(NC(C)=O)C(=O)NC2CCN(S(=O)(=O)c3cccc4ccccc34)CC2)c1 (centres undefined),0,-2,-5,-7,0.6,-0.5,-1,0.0,i,0
CCOC(=O)c1cccc(NC(=O)CCn2cccc2)c1,-2,0,3,-7,-0.2,-2.1,-1,-0.1,i,0
CC(C)COc1ccc(C(=O)Nc2cc(S(=O)(=O)N3CCOCC3)ccc2N2CCCC2)cc1,11,0,1,4,-0.1,1.0,1,0.6,i,-5

# (cont.)
SMILES,NadD inh,STEP inh,SUMO1-SIM PPI,DNMT1 block,TbMetRS inhib,LMPTP block,CSN inh,MsrA inhibitor,Rpn11 inh,Scp1 inh
CCOC(=O)Cn1nnc(-c2ccc(S(C)(=O)=O)cc2)n1,-11,0,-4,-2,-0.2,-0.7,-7,0.7,i,-6
Cc1ccccc1N1CC(C(=O)Nc2ccc(S(=O)(=O)N3CCOCC3)cc2)CC1=O (centres undefined),-3,-4,0,0,0.6,-0.5,0,-0.2,i,-3
O=C(Nc1cc(Cl)cc2c1-c1ccc(Cl)cc1C2O)C(Cl)Cl (centres undefined),2,-3,-13,-5,0.2,2.4,0,-0.2,i,-8
O=c1oc(-c2ccco2)nc2ccccc12,3,-6,23,0,-0.8,-0.3,5,0.7,i,7
Cc1ccc2nc(CSc3nc(C)nc4c3oc3ccccc34)[nH]c2c1,18,-4,5,-3,-0.2,1.9,1,-0.9,i,0
Cc1oc(-c2cc(F)ccc2F)nc1CN1CCCN(C(=O)c2ccco2)CC1,-6,0,-3,1,0.1,0.1,0,-0.3,i,-9
Cc1cc(-c2nnc(SCC(=O)N3C(C)CCCC3C)o2)no1 (centres undefined),2,-4,1,-1,-0.2,-0.7,3,1.8,i,-7
NC(=O)N/N=C/c1cc(F)cc(F)c1,5,-2,0,-1,-0.2,0.7,7,-0.4,i,8
O=CN1CCN(C(=O)CN2C(=O)c3ccccc3C2=O)CC1,-3,1,-10,2,0.1,-0.9,-3,-1.8,i,6
COc1ccc(C)cc1NC(=O)CC1COc2ccccc2O1 (centres undefined),-1,0,-1,-1,-0.1,1.7,-10,0.1,i,-3
